RNase H inhibition = RNase H inhibition, HIV 1 Gag Pol polyprotein, FRET biochemical assay, screening (AID 372); one-dose inhibition, % at 10 µM; IC50 in µM for titrated hits; 100,000 tested, 0.77% active; HIV-1 RT RNase H, FRET RNA/DNA substrate fluorescence; higher % means a stronger effect; in the data active = inhibition above about 50%
* hit, by the source's call.

structure	RNase H inhibition
Cc1cc2nc(-c3cccc(NC(=O)c4ccccc4I)c3)oc2cc1C	5%
Cn1c(/C(C#N)=C/c2cccc([N+](=O)[O-])c2O)nc2ccccc21	14%
COCCOC(=O)C1=C(C)NC(=O)CC1c1cccc(Cl)c1Cl (configuration not stated)	5%
COc1ccc(-c2cc(C(=O)NCCCCc3ccccc3)c3ccccc3n2)cc1OC	5%
Cc1cccc(OCC(=O)Nc2ccc(F)cc2F)c1C	33%
CCCCC(=O)Nc1ncc2c(n1)CC(C)(C)CC2=O	8%
CCOC(=O)c1ccc(NC(=O)C2CC(=O)N(c3ccc(Cl)cc3)C2)cc1 (configuration not stated)	2%
COc1ccc(N2C(=O)NC(=O)/C(=C\c3cccc(OC)c3OC)C2=O)cc1	0%
O=c1oc(-c2ccccc2Cl)nc2ccc(Br)cc12	19%
COc1ccc(Nc2nc(-c3c(C)nc4sccn34)cs2)cc1	13%
Cc1ccc(C(=O)Nc2ccc(-c3nc4cc(Cl)ccc4o3)cc2)cc1[N+](=O)[O-]	11%
CCOc1ccccc1NC(=O)CN(c1cc(C)cc(C)c1)S(=O)(=O)c1ccccc1	12%
CC1(C)CC(=O)C/C(=N/NC(=O)c2ccccc2)C1	18%
CCOC(=O)COc1ccc(/C=C2\C(=O)NC(=S)N(c3ccc(OCC)cc3)C2=O)cc1Br	8%
Cc1c(Cl)c(=O)oc2cc(OCc3ccc(F)cc3)c(Cl)cc12	0%
O=C(O)CC(NC(=O)c1ccc(Cl)cc1)c1ccccc1 (configuration not stated)	0%
C/C(=N/OC(=O)C1CC1c1ccccc1)c1ccc(Br)cc1 (configuration not stated)	20%
CCc1ccc2oc(-c3ccc(NC(=O)c4cc(Cl)ccc4Cl)cc3)nc2c1	11%
NS(=O)(=O)c1ccc(CCNC(=O)c2ccccc2I)cc1	17%
CNC(=S)N(C)/N=C(C)\C=N\N(C)C(=S)NC	0%
Cc1nc([N+](=O)[O-])cn1-c1cccc(O)c1	9%
COc1ccc(N(CC(=O)Nc2ccccc2Cl)S(=O)(=O)c2ccccc2)cc1Cl	20%
CN1C(=O)/C(=C/c2ccc(O)c(O)c2)SC1=S	83%*
CN(C)c1ccc(/C=C2/SC(N=Nc3c(O)[nH]c4ccccc34)=NC2=O)cc1	18%

Already shown: entries from further up.
structure	RNase H inhibition
O=C(O)CC(NC(=O)c1ccc(Cl)cc1)c1ccccc1 (configuration not stated)	0%
C/C(=N/OC(=O)C1CC1c1ccccc1)c1ccc(Br)cc1 (configuration not stated)	20%

(cont.)
structure	RNase H inhibition
O=C(CCN1C(=O)/C(=C\c2ccc(Cl)cc2)SC1=S)Nc1cccc(C(=O)O)c1	8%
Cc1ccc(C(=O)NCC(=O)OCC(=O)c2ccccc2)cc1	12%
O=C(Nc1cccc(F)c1)/C(=C/c1cccnc1)NC(=O)c1cccc(Br)c1	5%
Cc1ccc(-c2n[nH]c(=S)n2/N=C/c2ccc(O)c(O)c2O)cc1	1.8µM*
COc1ccccc1Nc1nc(-c2sc(NC(=O)c3ccccc3)nc2C)cs1	9%
O=[N+]([O-])c1ccc2c(c1)c1ccccc1n2Cc1ccccc1O	13%
Clc1cccc(Cl)c1/C=N/Nc1nnc2c(n1)[nH]c1ccccc12	8%
O=C(O)/C=C/C(=O)Nc1cc([N+](=O)[O-])ccc1F	0%
Cc1ccccc1C(=O)NC(=S)Nc1cccc(-c2nc3ccccc3o2)c1C	3%
COc1ccc(/C=N\Nc2cc(C)c3ccccc3n2)cc1	17%
Cc1ccc(C)c(N(CC(=O)NCc2ccc(Cl)cc2)S(=O)(=O)c2ccccc2)c1	20%
O=C(Nc1ccc([N+](=O)[O-])cc1Cl)c1cc2ccccc2o1	20%
COc1ccc(NC(=O)CN(c2ccc(Cl)cc2)S(=O)(=O)c2ccccc2)c(OC)c1	18%
COc1ccc(C2=NCCc3cc(OC)c(OC)cc32)cc1	4%
O=C1N=c2ccccc2=C1c1sc(=S)n(-c2ccc(Cl)cc2)c1O	0%
CN(C)CCCNC(=O)c1cccc(F)c1	21%
COc1ccc(Cl)cc1C(=O)Nc1cc2nn(-c3ccc(C)cc3)nc2cc1C	2%
CCN=C(Nc1cc(Cl)cc(Cl)c1)SC1CC(=O)N(c2cccc(OC)c2)C1=O (configuration not stated)	21%
COc1ccc(-c2nc(=S)c3c(n2Cc2ccccc2)CCCC3)cc1	14%
NC(=S)N/N=C/c1ccc(-c2cccc(C(=O)O)c2)o1	3%
C=CCN1C(=O)/C(=C\c2ccccc2OCc2cccc3ccccc23)SC1=S	9%
O=C(Nc1ccc(Cl)cc1)c1ccc([N+](=O)[O-])cc1Cl	7%
Clc1ccc(CN2CCN(/N=C/c3ccc(-c4ccccc4)cc3)CC2)cc1	8%
CCOc1ccc2nc(NC(=O)c3cc(C)cc(C)c3)sc2c1	5%
O=C(/C=C/c1ccc(Cl)cc1Cl)Nc1ccc(N2CCOCC2)c(Cl)c1	4%
COC(C(=O)N/N=C/c1c(C)cc(C)cc1C)c1ccccc1 (configuration not stated)	15%
O=C1c2ccccc2C(=O)N1CCCCN(C(=O)c1cccc([N+](=O)[O-])c1)c1ccc(F)cc1F	12%
O=C(O)c1cccc(NC(=O)c2cccc(NC(=O)c3cccs3)c2)c1	22%
Cc1cc(=O)oc2c(/C=N/c3ccccn3)c(O)ccc12	1%
O=C1C2C(C(=O)N1/N=C/c1ccc(Cl)cc1Cl)C1C=CC2C12CC2 (configuration not stated)	14%
Oc1cccc(Nc2nc(-c3ccc(Cl)cc3)cs2)c1	18%
O=C1N=C(N2CCCCCC2)S/C1=C\c1cccc2ccccc12	13%
COc1ccc(OC(C)C(=O)Nc2ccc(C)c(Cl)c2)cc1 (configuration not stated)	7%
COc1ccc(/C=C2/SC(N3CCN(C)CC3)=NC2=O)c(OC)c1	2%
Cc1ccc(C)c(OCC(=O)N/N=C/c2ccc(OC(=O)c3ccc4c(c3)OCO4)cc2)c1	11%
CCCCN(C(=S)SC)C1CCS(=O)(=O)C1 (configuration not stated)	0%

(listing goes on)
SMILES | RNase H inhibition
CCOc1ccc(C(=O)Nc2cc(C(=O)O)cc(C(=O)O)c2)cc1 | 11%
COc1cc(/C=C2/C(=O)NC(=O)N(C)C2=O)ccc1OCC(=O)O | 5%
O=C(NN1C(=O)/C(=C/c2ccccc2)SC1=S)c1ccccc1Cl | 0%
C[n+]1c(Cc2ccccc2)sc2ccccc21 | 6%
C/C(Cc1ccccc1)=N\NC(=O)C(C)Oc1ccc(Cl)cc1Cl (configuration not stated) | 25%
CC(=O)Nc1ccc(Sc2ccc(Oc3ccc(Sc4ccc(NC(C)=O)cc4)cc3)cc2)cc1 | 13%
COc1ccc(NC(=O)/C(C#N)=C\c2c(F)cccc2Cl)cc1 | 9%
Cc1ccc(NC(=O)c2cccs2)cc1C | 7%
COC(=O)CSc1nnc(-c2ccccc2Cl)o1 | 0%
CCN(c1ccccc1)S(=O)(=O)c1c(C)cc(C)cc1C | 2%
O=C(N/N=C/c1ccccc1O)c1cnccn1 | 4%
CCOc1ccc(N2C(=O)/C(=C/c3ccc(OC)c(OC)c3C(=O)O)SC2=S)cc1 | 20%
O=C(Nc1ccc(-c2ccc([N+](=O)[O-])cc2)cc1)c1cccc([N+](=O)[O-])c1 | 0%
Cc1ccc(C2([N+](=O)[O-])C(=O)c3ccccc3C2=O)cc1 | 12%
COc1ccc(C(=O)N2CCN(Cc3ccccc3F)CC2)cc1OC | 0%
CCC(Oc1ccccc1)C(=O)Nc1ccc(S(=O)(=O)Nc2cnc3ccccc3n2)cc1 (configuration not stated) | 6%
CCn1c2ccccc2c2cc(CNCc3ccc4c(c3)OCO4)ccc21 | 18%
CCC(=O)Nc1nc(-c2ccc(Cl)c(Cl)c2)cs1 | 0%
Cc1ccc2nc(-c3cccc(NC(=O)c4ccc(C)c([N+](=O)[O-])c4)c3)oc2c1 | 6%
O=C(CSCc1ccccc1Cl)Nc1cccc(C(F)(F)F)c1 | 10%
Cc1cc(C)c2oc(-c3ccc(C)c(NC(=S)NC(=O)c4ccccc4F)c3)nc2c1 | 16%
CC(=O)[C@@]1(O)C(C)CC2C3CC[C@H]4C[C@H](OC(=O)c5cccc(I)c5)CCC4(C)C3=CCC21C (some centres not stated) | 31%
CCOc1cc(C(=O)N2CCc3ccccc3C2)cc(OCC)c1OCC | 0%
CCCCSc1nnc(-c2ccccc2N)c(=O)[nH]1 | 8%
COCCOC(=O)c1ccc(NC(=O)COc2cccc(C)c2)cc1 | 0%
O=C(NCCOc1ccc(F)cc1)c1cccc2ccccc12 | 0%
O=C(COc1ccc(Cl)cc1)Nc1ccc(NC(=O)COc2ccc(Cl)cc2)cc1 | 9%
O=C(Nc1ccc(Cl)cn1)c1cc([N+](=O)[O-])ccc1Cl | 3%
O=C(Nc1cccc2nsnc12)C(c1ccccc1)c1ccccc1 | 14%
O=C(NC(=S)Nc1ccc(-c2nc3ncccc3o2)cc1)c1cccc(Br)c1 | 28%
Cc1ccc(N2C(=O)C(O)C(O)C2=O)cc1 (configuration not stated) | 36%
O=C1N=C(N2CCOCC2)S/C1=C/c1ccccc1Cl | 10%
Cc1[nH]n(-c2ccccc2)c(=S)c1C=Nc1ccc([N+](=O)[O-])cc1 | 10%
O=C(Cc1cccc2ccccc12)NCc1ccco1 | 6%
CCOC(=O)c1sc(N/N=C/c2ccc(O)cc2)nc1C | 15%
CC1CC(Nc2ccccc2)c2ccccc2N1C(=O)c1ccc(Cl)cc1Cl (configuration not stated) | 11%
COc1ccccc1/C=C(\C#N)c1nc(-c2ccc(C)cc2C)cs1 | 17%
CCN(CC)c1ccc(C=C2C(=O)N(C)C(=O)N(C)C2=O)c(O)c1 | 21%
O=C(c1cnn2c(-c3ccccc3)cc(-c3ccccc3)nc12)N1CCOCC1 | 22%
O=C(ON=C1c2ccccc2-c2ccccc21)c1ccc(Cl)cc1 | 1%
CCCn1c(NC(=O)C2CCCCC2)nc2ccccc21 | 14%
Cc1cccc(-c2cc(C(=O)n3cccn3)c3ccccc3n2)c1 | 6%
CCc1ccccc1N(CC(=O)Nc1ccccc1Br)S(=O)(=O)c1ccccc1 | 15%
C=C(C)C1CCC(C)=C1CC(C)(C)CNc1ccccc1OC (configuration not stated) | 5%
O=C(NCCc1ccccc1)C(=O)NCC1CCCO1 (configuration not stated) | 10%
CC(=O)NC1=NC(=O)/C(=C\c2ccc(N(C)C)c(Br)c2)S1 | 9%
O=C(NCCC(c1ccccc1)c1ccccc1)c1ccccc1[N+](=O)[O-] | 1%
c1ccc(Oc2cc(-c3ccccc3)nc(-c3ccccc3)n2)cc1 | 3%
NS(=O)(=O)c1ccc(N2N=C(c3ccc(Br)cc3)CC2c2ccc(F)cc2)cc1 (configuration not stated) | 9%
Cc1ccc(-n2nc3cc(C)c(NC(=O)c4cc5ccccc5o4)cc3n2)cc1 | 8%
Cc1cccc(NC(=S)NC(=O)c2ccccc2I)c1 | 26%
Cc1ccc(S(=O)(=O)N2CCc3ccccc32)cc1[N+](=O)[O-] | 34%
COc1cc(/C=N/Nc2c(Cl)cc(Cl)cc2Cl)cc(Br)c1O | 35%
CCc1ccc(OCCOCCOc2cccc3cccnc23)cc1 | 43%
O=C(CSc1nc2ccccc2n1Cc1ccccc1)N/N=C/C=C/c1ccccc1 | 7%
Oc1ccc2ccccc2c1/C=N/Nc1ncc(Br)cn1 | 12%
CC(=O)c1ccc(Oc2cc(-c3ccccc3)nc(C)n2)cc1 | 22%
CCN(CC)c1ccc(/C=N/NC(=O)c2nonc2N)c(OCc2ccc(Cl)cc2)c1 | 8%
CC(NC(=O)CSc1ccccn1)c1ccccc1 (configuration not stated) | 1%
O=C(Oc1ccc(Cl)cc1)c1cc(S(=O)(=O)N2CCOCC2)ccc1Cl | 10%

Next section.
SMILES | RNase H inhibition
Cc1ccccc1CN1CCN(C2CCCC2)CC1 | 11%
O=[N+]([O-])c1cccc(S(=O)(=O)NCc2ccc3c(c2)OCO3)c1 | 0%
CC(C)(C)c1ccc(OCCOc2ccc(Cl)cc2/C=N/n2cnnc2)cc1 | 14%
O=C(NCCN1CCOCC1)c1cc(-c2ccc(Cl)cc2)nc2ccccc12 | 0%
O=C(NC(=S)Nc1ccc(Br)cn1)c1cccs1 | 14%
COc1ccc(C2N3CC4(C(C)C)CN2CC(C(C)C)(C3)C4=O)cc1 (configuration not stated) | 0%
CC(C)c1cc(NS(=O)(=O)c2ccc([N+](=O)[O-])cc2)cc(C(C)C)c1O | 11%
COc1ccc(C(=O)Nc2nc(C)c(C(C)=O)s2)cc1 | 5%
CC(C)(C)NS(=O)(=O)c1ccc(C(C)(C)C)cc1 | 14%
C=CCc1c(C)nc2cc(-c3ccc(Cl)cc3)[nH]n2c1=O | 0%
COC(=O)c1c(C)oc2ccc(OCc3ccccc3F)cc12 | 0%
COc1ccc(C(=O)Nc2ccc3nn(-c4ccc(F)cc4)nc3c2)cc1Br | 28%
O=C(c1ccc(Cl)cc1)N1N=C(c2ccc(Cl)cc2)CC1(O)C(F)(F)F (configuration not stated) | 24%
CCOC(=O)COc1ccccc1/C=C1\NC(=S)NC1=O | 4%
O=C(NN1C(=O)/C(=C/c2ccccc2)SC1=S)c1ccccc1Br | 0%

Molecules listed so far that have fluorine, in the order listed:
SMILES | RNase H inhibition
Cc1cccc(OCC(=O)Nc2ccc(F)cc2F)c1C | 33%
Cc1c(Cl)c(=O)oc2cc(OCc3ccc(F)cc3)c(Cl)cc12 | 0%
O=C(Nc1cccc(F)c1)/C(=C/c1cccnc1)NC(=O)c1cccc(Br)c1 | 5%
O=C(O)/C=C/C(=O)Nc1cc([N+](=O)[O-])ccc1F | 0%
CN(C)CCCNC(=O)c1cccc(F)c1 | 21%
O=C1c2ccccc2C(=O)N1CCCCN(C(=O)c1cccc([N+](=O)[O-])c1)c1ccc(F)cc1F | 12%
COc1ccc(NC(=O)/C(C#N)=C\c2c(F)cccc2Cl)cc1 | 9%
COc1ccc(C(=O)N2CCN(Cc3ccccc3F)CC2)cc1OC | 0%
O=C(CSCc1ccccc1Cl)Nc1cccc(C(F)(F)F)c1 | 10%
Cc1cc(C)c2oc(-c3ccc(C)c(NC(=S)NC(=O)c4ccccc4F)c3)nc2c1 | 16%
O=C(NCCOc1ccc(F)cc1)c1cccc2ccccc12 | 0%
NS(=O)(=O)c1ccc(N2N=C(c3ccc(Br)cc3)CC2c2ccc(F)cc2)cc1 (configuration not stated) | 9%
COC(=O)c1c(C)oc2ccc(OCc3ccccc3F)cc12 | 0%
COc1ccc(C(=O)Nc2ccc3nn(-c4ccc(F)cc4)nc3c2)cc1Br | 28%
O=C(c1ccc(Cl)cc1)N1N=C(c2ccc(Cl)cc2)CC1(O)C(F)(F)F (configuration not stated) | 24%

Source: PubChem BioAssay (MTDP)

Not all compounds are listed; the hit share may differ from the screen's.
